Screening data from PubChem BioAssay.
MEX-5 binding – C. elegans MEX-5 TCR-2 RNA binding activity | Q9XUB2 | MEX-5/FITC-TCR2 RNA binding, fluorescence polarization; hits give low values | activity score (negative = inhibition of binding), % at 10 µM | actives 0.38% (n = 300,000);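 active means inhibition past about -25% in most replicates, and total fluorescence under double the plate's negative control median, limit read from the data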;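 further: 0% = DMSO and -100% = 5 µM competing unlabeled TCR2 RNA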
Target sequence (Q9XUB2 whole entry, looked up): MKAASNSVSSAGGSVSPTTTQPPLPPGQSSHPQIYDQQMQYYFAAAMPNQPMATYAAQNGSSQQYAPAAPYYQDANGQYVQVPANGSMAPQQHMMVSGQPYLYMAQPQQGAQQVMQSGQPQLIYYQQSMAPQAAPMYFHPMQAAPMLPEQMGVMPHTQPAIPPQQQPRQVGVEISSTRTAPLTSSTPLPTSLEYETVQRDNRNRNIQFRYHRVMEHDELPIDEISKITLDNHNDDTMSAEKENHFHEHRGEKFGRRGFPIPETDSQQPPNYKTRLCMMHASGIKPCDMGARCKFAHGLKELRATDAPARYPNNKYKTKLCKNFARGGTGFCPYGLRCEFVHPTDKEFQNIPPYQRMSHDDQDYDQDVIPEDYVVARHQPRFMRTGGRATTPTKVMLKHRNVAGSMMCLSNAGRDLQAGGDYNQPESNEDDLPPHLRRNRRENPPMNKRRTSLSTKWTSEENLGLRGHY
GLD-1 TGE inh – GLD-1-TGE RNA interaction inhibition (C. elegans); Q17339; purified GLD-1 + fluorescein TGE RNA, fluorescence polarization; inhibition, % at 5.96 µM; actives 0.44% (n = 320,000);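 active means percent inhibition above a per-plate cutoff, the plate mean of test compounds plus 3 SD, cut at about 30% in these data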;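 further: 0% = DMSO wells with GLD-1 and probe and 100% = wells lacking GLD-1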
Bcl-xL primary – Bcl-xL (human) inhibition. Q07817. GST-Bcl-xL / FITC-Bim BH3 peptide fluorescence polarization. inhibition, % at 10.9 µM. actives 0.7% (n = 320,000);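 active means inhibition above the mean of all tested compounds plus 3 SD, cutoff set per campaign, cut at about 30% in these data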;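 further: 0% = DMSO wells and 100% = unlabeled Bim-BH3 peptide competitor; inhibitors lower millipolarization by displacing the labeled peptide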
Target sequence (Q07817 whole entry, looked up): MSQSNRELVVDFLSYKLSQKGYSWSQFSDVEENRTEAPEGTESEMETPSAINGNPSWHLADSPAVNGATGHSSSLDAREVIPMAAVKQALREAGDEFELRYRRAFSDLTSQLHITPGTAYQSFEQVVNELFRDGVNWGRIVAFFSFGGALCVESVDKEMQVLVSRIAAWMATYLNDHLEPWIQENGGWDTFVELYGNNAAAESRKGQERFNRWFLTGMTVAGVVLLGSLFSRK
CIT2 TOR yeast – yeast TOR pathway CIT2-GFP modulation; S. cerevisiae CIT2-GFP strain, flow cytometry, 3 h; 100 means same as DMSO wells; GFP response vs DMSO, % at 10 µM; actives 0.065% (n = 320,000);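 active means GFP response relative to DMSO above a set limit, near the screen mean plus 3 SD, cut at about 150% in these data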;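 further: ratio of well median GFP fluorescence to mean of DMSO wells on the plate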
VLA-4 inh – inhibition in a human VLA-4 binding assay; P13612; VLA-4 expressing cells, ligand binding flow cytometry; inhibition, % (about 7 µM as worked out from the volumes in the protocol); actives 0.2% (n = 330,000); AID 2557; in the data active means inhibition above about 50%
GRK2 inh – inhibitors of human GRK2 displacing RNA aptamer; bead flow cytometry, FAM-aptamer displacement from GRK2; inhibition of aptamer binding, % at 10 µM; AID 488847; actives 0.59% (n = 330,000);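 active means inhibition of aptamer binding above 40%, roughly 3 SD of noise, on plates passing a quality check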;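 further: median bead fluorescence of bound FAM aptamer so fluorescent compounds give negative values; no value below 0 was filed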
MCL1 BIM primary – MCL1-BIM-BH3 interaction inhibition (human) | inhibition, % at 10.9 µM | AID 2057 | GST-MCL1 / FITC-Bim-BH3 fluorescence polarization | actives 0.68% (n = 320,000);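 active means inhibition above the mean inhibition of all tested compounds plus 3 SD, set per campaign, cut at about 40% in these data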;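 further: 0% = DMSO wells and 100% = unlabeled Bim-BH3 peptide control; higher means more loss of mP so more displacement of Bim peptide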
Target sequence (Q07820 whole entry, looked up): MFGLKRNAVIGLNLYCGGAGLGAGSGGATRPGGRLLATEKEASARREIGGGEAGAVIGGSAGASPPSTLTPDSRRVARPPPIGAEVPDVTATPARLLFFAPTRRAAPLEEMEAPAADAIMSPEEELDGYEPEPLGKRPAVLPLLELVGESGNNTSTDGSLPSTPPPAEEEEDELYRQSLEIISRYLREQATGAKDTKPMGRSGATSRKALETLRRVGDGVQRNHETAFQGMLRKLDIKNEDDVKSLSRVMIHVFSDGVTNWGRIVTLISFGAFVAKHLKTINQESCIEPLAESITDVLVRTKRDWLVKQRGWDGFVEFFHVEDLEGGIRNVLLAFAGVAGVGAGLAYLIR
AGP1 TOR yeast – modulators of TOR pathway AGP1-GFP in S. cerevisiae | GFP response vs DMSO, % at 10 µM | S. cerevisiae AGP1-GFP multiplex flow cytometry, 3 h; GFP as percent of DMSO wells | AID 2066 | actives 0.02% (n = 320,000);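 active means GFP response relative to DMSO above a set limit, near screen average plus 3 SD, cut at about 150% in these data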;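 further: median GFP channel fluorescence of the gated AGP1 strain per well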
Fam108B inh – blocks mouse Fam108B hydrolase in RBBP9 counter-screen. recombinant Fam108B, FP-Rh probe fluorescence polarization. inhibition, % at 9.51 µM. actives 0.33% (n = 300,000);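 active means inhibition above the screen mean inhibition plus 3 SD, computed separately per campaign, cut at about 18% in these data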;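 further: inhibitors lower polarization as less probe binds the enzyme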
* marks the source's active call; other numbers are inactive results; / = no result given.

entry	Molecule	MEX-5 binding	GLD-1 TGE inh	Bcl-xL primary	CIT2 TOR yeast	VLA-4 inh
1	CCOC(=O)N1CCN(c2ccc(C(=O)CC)cc2F)CC1	-0.8	1	6	107	-2
2	COCC(C)NC(=S)Nc1ccccc1[N+](=O)[O-] (centres undefined)	-0.7	4	1	94	-5
3	CCOC(=O)CNC(=O)CSc1nc(-c2ccccc2)ns1	-0.8	6	2	102	14
4	Cc1ccc(NC(=O)COC(=O)CCCC2=NS(=O)(=O)c3ccccc3N2)cc1C	-1.3	-1	6	108	-3
5	CC(C)NC(=O)CCNS(=O)(=O)c1ccc(Br)cc1	-2.8	7	3	105	-7
6	CCN1CCc2c(OCC(=O)Nc3ccccc3)cccc2C1=O	2.7	-1	5	107	13
7	Cn1cc(/C=C2\SC(=O)NC2=S)c2ccccc21	-1.2	-5	62*	86	-46
8	CCN(CC)CCNS(=O)(=O)c1ccc(C(=O)NN)cc1	-1.3	-6	0	104	10
9	COc1cc(C(=O)NC2CCN(Cc3ccccc3)CC2)cc(Cl)c1OC(C)C	0.6	2	8	105	9
10	O=C(NCc1nnc2c(C(F)(F)F)cc(Cl)cn12)c1ccco1	1.3	-5	0	96	5
11	COc1ccccc1NS(=O)(=O)c1cccc(C(=O)NCC(c2ccco2)N2CCCC2)c1 (centres undefined)	/	-2	0	94	29
12	Cc1ccc(NC(=O)CC2SC(=Nc3ccc(O)cc3)NC2=O)cc1 (centres undefined)	-1.5	6	5	103	1
13	O=C(Cn1nnc(-c2ccccc2F)n1)Nc1ccc2c(c1)OCO2	-0.5	4	3	94	8
14	COc1ccc(OCC(=O)NC2CCCc3ccccc32)cc1 (centres undefined)	-3.6	-1	2	96	-5
15	CCOc1ccc(NC(=O)C(C)N2C(=O)c3ccccc3C2=O)cc1 (centres undefined)	0.1	-4	3	99	4

entry	GRK2 inh	MCL1 BIM primary	AGP1 TOR yeast	Fam108B inh
1	2	2	103	0
2	2	4	98	2
3	0	-5	99	1
4	1	6	110	-2
5	0	1	101	-4
6	1	12	109	1
7	2	60*	94	16
8	1	-2	102	-4
9	0	9	103	-2
10	2	-1	100	-2
11	0	2	102	/
12	0	-3	106	-1
13	0	0	95	-1
14	2	10	94	4
15	1	8	100	-2

(continued)
entry	Molecule	MEX-5 binding	GLD-1 TGE inh	Bcl-xL primary	CIT2 TOR yeast	VLA-4 inh
16	Cc1nnc(SCC(=O)NCc2ccco2)[nH]c1=O	-4.3	14	12	94	-16
17	O=C(N/N=C/c1ccc(F)cc1)c1ccncc1	1.4	-3	2	85	-6
18	CC1=CC(c2ccc(Cl)cc2)n2nc(NC(=O)c3ccccc3)nc2N1 (centres undefined)	2.7	0	2	71	-6
19	COc1ccc(S(=O)(=O)N(C)C[C@H]2Oc3ccc(NC(=O)Cn4cnnn4)cc3C(=O)N([C@H](C)CO)C[C@@H]2C)cc1	/	0	/	102	-24
20	CCC1=C([N+](=O)[O-])C(c2ccc3c(c2)OCO3)NC(=O)N1 (centres undefined)	2.1	-6	0	102	11
21	CCOc1ccc(CNC(=O)Cn2nc(C)n3nc(-c4ccccc4)cc3c2=O)cc1	-0.8	6	0	118	8
22	Cc1c(O)ccc(C(=O)CN2CCN(Cc3ccccc3)CC2)c1O	-3.9	8	11	99	8
23	c1ccc(COc2ccc(OCCn3cncn3)cc2)cc1	0.3	-10	3	78	-4
24	CCCc1nn(C)c2c(=O)[nH]c(-c3cc(S(=O)(=O)N4CCN(C)CC4)ccc3OCC)nc12	0.6	-1	-6	99	7
25	C=CC[C@H](CC(=O)NCCO)C(=O)N[C@H](COC(=O)[C@@H](CC=C)Cc1ccc(F)cc1)Cc1ccccc1	/	-2	/	103	1
26	Cc1cccc(/N=C/c2c(O)c3ccccc3oc2=O)n1	0.3	-2	-1	93	-1
27	Cc1ccc(C(=O)N2N=C(CC(C)C)CC2(O)C(F)(F)F)o1 (centres undefined)	-0.7	11	8	97	18
28	CCOC(=O)C1CCCN(S(=O)(=O)NC[C@H]2O[C@@H](n3cnc4c(N)ncnc43)[C@H](O)[C@@H]2O)C1 (some centres undefined)	/	6	/	90	3
29	CC(n1cnnn1)C12CC3CC(CC(C3)C1)C2 (centres undefined)	-1.7	0	6	97	-2
30	O=C(c1cc(Cl)nc2ccccc12)N1CCN(S(=O)(=O)c2cccc(F)c2)CC1	-1.4	0	7	97	6

entry	GRK2 inh	MCL1 BIM primary	AGP1 TOR yeast	Fam108B inh
16	5	21	94	1
17	3	-2	87	1
18	5	6	69	2
19	0	/	104	/
20	0	4	100	3
21	1	4	114	-4
22	0	5	106	-3
23	3	7	88	-3
24	1	3	90	1
25	0	/	95	/
26	2	-1	87	3
27	2	11	103	1
28	3	/	93	/
29	0	7	106	-2
30	0	4	98	2

(continued)
entry	Molecule	MEX-5 binding	GLD-1 TGE inh	Bcl-xL primary	CIT2 TOR yeast	VLA-4 inh
31	O=C(NC(=O)c1ccccc1O)c1ccc2c(c1)CCO2	0.9	3	1	92	-3
32	N#CC1(NC(=O)COc2cccnc2[N+](=O)[O-])CCCCC1	/	-4	1	98	-4
33	CC(C)CCN(Cc1ccco1)S(=O)(=O)c1ccc(-c2ccc(=O)[nH]n2)s1	2.9	3	7	97	20
34	COC(=O)[C@H]1[C@H]2C[C@@H]3c4[nH]c5cc(OC)ccc5c4CCN3C[C@H]2C[C@@H](OC(=O)c2cc(OC)c(OC)c(OC)c2)[C@@H]1OC	/	-7	6	85	-15
35	CCN1CCN(Cc2nnc(-c3ccc(C)cc3)o2)CC1	-0.2	8	2	100	5
36	O=C(O)CNC(=S)N(Cc1ccccc1)Cc1cccnc1	-0.1	-1	9	99	41
37	Cc1ccc2[nH]cc(CCNC(=O)C3CCCCC3)c2c1	-0.4	/	/	104	13
38	O=C(CN1CCc2ccccc2C1)NCC(=O)Nc1ccc(F)cc1	0.2	-4	3	102	-11
39	COc1ccc(Cl)cc1NC(=O)Nc1ccccc1SC	-0.2	1	1	94	15
40	CCOC(=O)c1ccc(NC(=O)c2nc[nH]c2C(=O)N(CC)CC)cc1	2.2	4	8	98	-15
41	CC(C)N(Cc1nc2ccccc2c(=O)[nH]1)C(=O)c1ccc(NC(=O)CSc2nnnn2C)cc1	/	4	-1	89	6
42	CCC(C)c1ccc(NC(=O)COC(=O)c2nc3nccc(C)n3n2)cc1 (centres undefined)	0.2	-5	-5	93	6
43	COc1ccc(OCC(=O)NNC(=O)C(=O)Nc2cc(OC)ccc2OC)cc1	-0.6	-2	-1	97	8
44	COc1ccc2nc(C)cc(C(=O)O)c2c1	-3.2	9	4	100	11
45	CC(C)n1c(N2CCN(C(=O)Nc3ccccc3)CC2)nc2ccccc21	-1.4	2	3	100	3

entry	GRK2 inh	MCL1 BIM primary	AGP1 TOR yeast	Fam108B inh
31	1	0	98	0
32	0	-7	102	/
33	3	2	101	-7
34	0	-7	89	2
35	1	3	92	-3
36	1	7	99	2
37	0	/	109	/
38	0	0	94	1
39	4	-4	91	0
40	0	8	90	1
41	3	-5	94	/
42	0	-8	98	1
43	3	-5	101	0
44	2	0	102	-3
45	0	3	99	6

Some of these compounds in order of the MEX-5 binding value, rising:
No.	SMILES	MEX-5 binding
37	Cc1ccc2[nH]cc(CCNC(=O)C3CCCCC3)c2c1	-0.4
39	COc1ccc(Cl)cc1NC(=O)Nc1ccccc1SC	-0.2
31	O=C(NC(=O)c1ccccc1O)c1ccc2c(c1)CCO2	0.9

Continued:
entry	Molecule	MEX-5 binding	GLD-1 TGE inh	Bcl-xL primary	CIT2 TOR yeast	VLA-4 inh
46	O=C(CCN1C(=O)/C(=C/c2cccs2)SC1=S)Nc1ccc(C(=O)O)c(O)c1	-5.4	5	11	93	16
47	CC1=CC(c2ccccc2)n2nc(NC(=O)CCCC(=O)O)nc2N1 (centres undefined)	-0.7	2	5	90	1
48	Nc1c(C(=O)O)sc2nc(-c3ccccc3)cc(-c3ccc(F)cc3)c12	3.9	-6	4	133	-9
49	COc1ccc2c(c1)c(C)cc[n+]2Cc1ccccc1	2.3	/	/	109	1
50	CC(C)C(=O)Nc1c(-c2ccccc2Cl)c(=O)c2ccccc2n1C	2.9	/	/	103	4
51	O=C(Cc1ccc([N+](=O)[O-])cc1)Nc1nnc(C2CC2)s1	-0.9	-1	-5	99	8
52	Cc1ccc(-n2nnnc2SCC(=O)c2c(N)n(C3CC3)c(=O)[nH]c2=O)cc1	/	2	4	88	6
53	CCCc1ccc2oc(C(=O)N3CCCC3)c(C)c2c1	-2.1	2	0	98	17
54	C[C@H](NCc1c[nH]c2ccccc12)c1ccccc1	0.8	9	2	90	-11
55	CCn1c(SCC(=O)Nc2cccc(C)n2)nc2c1c(=O)n(C)c(=O)n2C	-0.4	9	1	103	9
56	COC(=O)c1sccc1OCc1cccc(OC)c1	-1.2	-6	2	106	-12
57	COc1cc(NC(=O)c2ccc3c(c2)OCCO3)ccc1NC(=O)c1cccs1	-0.8	2	8	89	17
58	NC(=O)NCc1ccccc1F	-3.6	-4	2	89	19
59	CCC(c1nnc(SCC(=O)NCC2CCCO2)n1Cc1ccccc1)N(C)C (centres undefined)	5.0	10	1	97	10
60	COc1ccc(CNC(=O)CCn2c(=O)oc3ccccc32)cc1	1.3	-7	10	100	6
61	O=C(Nc1cccc([N+](=O)[O-])c1)c1[nH]ncc1Cl	-1.3	6	8	99	-30
62	CSc1ccc(C2C(C(=O)c3ccco3)=C(O)C(=O)N2c2nnc(SC)s2)cc1 (centres undefined)	-59*	93*	111*	99	11

entry	GRK2 inh	MCL1 BIM primary	AGP1 TOR yeast	Fam108B inh
46	2	1	95	3
47	0	3	97	1
48	2	-10	101	-7
49	2	/	106	/
50	0	/	101	/
51	0	-11	97	-2
52	4	-2	97	/
53	5	0	100	1
54	0	-12	89	-1
55	7	2	100	1
56	0	5	97	0
57	0	9	94	-1
58	0	1	95	1
59	0	-5	108	6
60	0	9	99	2
61	0	4	98	3
62	4	93*	97	1

Grouped by structure: the entries above with an aryl thioether with sulfur outside any ring (eight)
entry	Molecule	MEX-5 binding	GLD-1 TGE inh	Bcl-xL primary	CIT2 TOR yeast	VLA-4 inh
3	CCOC(=O)CNC(=O)CSc1nc(-c2ccccc2)ns1	-0.8	6	2	102	14
16	Cc1nnc(SCC(=O)NCc2ccco2)[nH]c1=O	-4.3	14	12	94	-16
39	COc1ccc(Cl)cc1NC(=O)Nc1ccccc1SC	-0.2	1	1	94	15
41	CC(C)N(Cc1nc2ccccc2c(=O)[nH]1)C(=O)c1ccc(NC(=O)CSc2nnnn2C)cc1	/	4	-1	89	6
52	Cc1ccc(-n2nnnc2SCC(=O)c2c(N)n(C3CC3)c(=O)[nH]c2=O)cc1	/	2	4	88	6
55	CCn1c(SCC(=O)Nc2cccc(C)n2)nc2c1c(=O)n(C)c(=O)n2C	-0.4	9	1	103	9
59	CCC(c1nnc(SCC(=O)NCC2CCCO2)n1Cc1ccccc1)N(C)C (centres undefined)	5.0	10	1	97	10
62	CSc1ccc(C2C(C(=O)c3ccco3)=C(O)C(=O)N2c2nnc(SC)s2)cc1 (centres undefined)	-59*	93*	111*	99	11

entry	GRK2 inh	MCL1 BIM primary	AGP1 TOR yeast	Fam108B inh
3	0	-5	99	1
16	5	21	94	1
39	4	-4	91	0
41	3	-5	94	/
52	4	-2	97	/
55	7	2	100	1
59	0	-5	108	6
62	4	93*	97	1
